Screens as filed in PubChem BioAssay.
S1P3 antag = blocks the human S1P3 receptor; CHO S1P3 NFAT-BLA reporter, FRET fluorescence, antagonist mode; 170,000 tested, 0.27% active; AID 485; inhibition, % at 4.98 µM; Q99500;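 active means inhibition above the plate cutoff, the mean inhibition of test wells on that plate plus 3 SD, cut at about 28% in these data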;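 further: cells challenged with S1P at its EC80 of 0.8 µM; blue over green emission ratio from cleaved BLA substrate after 4 h stimulation; 0% = S1P-stimulated wells and 100% = unstimulated DMSO-only wells; some compounds past the cut are filed as inactive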
Target sequence (Q99500 whole entry, looked up): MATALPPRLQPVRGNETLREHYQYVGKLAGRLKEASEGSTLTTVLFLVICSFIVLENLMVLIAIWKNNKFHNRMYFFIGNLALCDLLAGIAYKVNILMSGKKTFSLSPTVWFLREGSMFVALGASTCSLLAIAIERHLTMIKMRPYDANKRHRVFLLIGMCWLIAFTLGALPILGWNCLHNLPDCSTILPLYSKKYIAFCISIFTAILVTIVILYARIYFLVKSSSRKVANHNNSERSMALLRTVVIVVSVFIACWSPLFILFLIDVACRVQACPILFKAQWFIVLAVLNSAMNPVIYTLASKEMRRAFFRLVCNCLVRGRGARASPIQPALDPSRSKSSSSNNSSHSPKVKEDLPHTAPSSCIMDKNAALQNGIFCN
TLR4-MyD88 BLA = TLR4-MyD88 interaction inhibition in cells; AID 861; O00206+Q99836; inhibition, % at 8.4 µM; HeLa CL3-4 TLR4/MyD88 BLA complementation, FRET ratio; 200,000 tested, 0.18% active; in the data active means inhibition above about 25%;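 further: 0% = vehicle and 100% = reference inhibitor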
bIAP act = increases bovine intestinal alkaline phosphatase activity. purified bovine IAP, CDP-star luminescence, 30 min; hits give high values; fold of DMSO-control signal, blank-subtracted. activation factor at 20 µM. 200,000 tested, 0.17% active;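 active means activation factor of 2 or more at 20 µM, a signal rise over negative controls twice the positive control's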
Lmaj promast = inhibitors of Leishmania major promastigote growth; Leishmania major promastigotes, resazurin fluorescence viability; AID 1063; 200,000 tested, 9% active; inhibition, % at 10 µM; in the data active means inhibition above about 50%;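 further: promastigotes grown with compound for 44 hours at 28 °C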
bIAP inhibitor = intestinal alkaline phosphatase (bovine) inhibition. purified bovine IAP, CDP-star luminescence, 30 min. inhibition, % at 20 µM. 190,000 tested, under 10 active;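 active means over 50% inhibition of intestinal alkaline phosphatase at 20 µM in the single-dose screen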
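System: Purified bovine intestinal alkaline phosphatase (IAP) enzyme | Input: IAP diluted 1/65,000,000 in the well | Also added: CDP-star chemiluminescent phosphatase substrate, 30 µM final | Dosing: 20 µM single dose | Times: Enzyme reaction for 30 min at room temperature | Detection: Luminescence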
TR-FRET SRC-2 ct = flags TR-FRET format artefacts in PPARgamma SRC-2 recruitment agonist screen; AID 1049; TR-FRET artefact counter-screen; hits give high values; TR-FRET ratio at 8 µM; 200,000 tested, 0.4% active; in the data active means TR-FRET ratio above about 2000; further: inactives centre near 1500; reference of the scale not given here
PPARg SRC3 recr = agonists of human PPARgamma SRC-3 coactivator recruitment. P37231. biochemical PPARgamma/SRC-3 coactivator recruitment assay. activation, % at 8 µM. 200,000 tested, 0.26% active; in the data active means activation above about 23%;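 further: 0% = DMSO and 100% = reference agonist; some compounds past the cut are filed as inactive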
ROMK primary = modulates human ROMK potassium channel activity. P48048. Tet-inducible ROMK, thallium flux fluorescence; actives lie on both sides. B-score at 10 µM. 130,000 tested, 2% active. AID 1918;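 active means signal ratio slope over the read window, or its plate-corrected B-score, at least 3 SD from the plate mean, either direction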;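 further: B-score of the F/F0 ratio slope over 7 to 12 s after thallium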
Target sequence (P48048 whole entry, looked up): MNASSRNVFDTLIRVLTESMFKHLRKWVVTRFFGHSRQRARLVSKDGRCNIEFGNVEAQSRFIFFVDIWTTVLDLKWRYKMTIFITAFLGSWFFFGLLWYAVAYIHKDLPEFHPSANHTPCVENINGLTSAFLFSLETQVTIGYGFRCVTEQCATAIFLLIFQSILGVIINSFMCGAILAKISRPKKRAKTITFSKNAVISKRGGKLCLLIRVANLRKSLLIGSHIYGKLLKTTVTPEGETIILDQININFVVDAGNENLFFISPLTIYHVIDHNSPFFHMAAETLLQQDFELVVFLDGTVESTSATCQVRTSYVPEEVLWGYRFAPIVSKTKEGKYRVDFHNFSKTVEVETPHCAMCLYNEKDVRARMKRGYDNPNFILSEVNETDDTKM
PPARg SRC-2 ag = agonists of SRC-2 recruitment by human PPARgamma; activation, % at 8 µM; 200,000 tested, 0.34% active; P37231; PPARgamma LBD-SRC-2 recruitment, biochemical; in the data active means activation above about 22%;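 further: 0% = vehicle and 100% = reference agonist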
PPARg SRC1 recr = promotes SRC-1 coactivator recruitment by human PPARgamma. P37231. PPARgamma-SRC-1 coactivator recruitment biochemical assay. activation, % at 8 µM. 200,000 tested, 0.41% active; in the data active means activation above about 19%;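 further: 0% = DMSO and 100% = reference agonist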
DTT redox prof = compounds producing H2O2 with reducing agent – biochemical, NIH compound library profiling, artefact control for MLSCN library redox annotation, primary screen; DTT-dependent redox cycling H2O2, phenol red/HRP absorbance; 100% = 100 µM peroxide control, 0% = buffer; activation, % at 10 µM; 200,000 tested, 0.03% active; AID 878;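 active means activation of at least 50% relative to the plate's high and low controls in the primary single-dose screen; inactive means activation below 50%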;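 further: compound incubated with DTT at 0.8 mM final as the reducing agent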
An asterisk follows results filed as active; / = not tested or not shown.

SMILES	S1P3 antag	TLR4-MyD88 BLA	bIAP act	Lmaj promast	bIAP inhibitor	TR-FRET SRC-2 ct	PPARg SRC3 recr	ROMK primary	PPARg SRC-2 ag	PPARg SRC1 recr	DTT redox prof
CCCOc1ccccc1NC(=O)CC1Nc2ccccc2NC1=O (stereo not drawn)	4	3	1.1	22	-6	1486	7	/	-3	4	-3.8
COc1ccc(/C=N/NC(=O)c2cccc(COCC(F)(F)C(F)F)c2)cc1	-10	0	0.6	-1	35	1524	-2	1.5	6	2	0.1
COc1ccc(CCn2cnc(=O)c(C#N)c2C)cc1OC	4	-4	0.9	-4	9	1711	1	-0.13	-3	-3	-1.0
CCCCc1nn(-c2cc(Cl)ccc2OC)c2c1C(=O)CC(C)(C)C2	/	-4	1.1	19	-5	1563	3	/	9	-3	-3.3
CCOC(=S)SCC(=O)N1CCc2ccccc2C1C1C(=O)CC(C)(C)CC1=O (stereo not drawn)	2	-14	0.9	-7	12	1559	2	/	-2	-3	0.5
O=C(NCC(=O)N(Cc1cccs1)C(C(=O)NC1CCCC1)c1cccnc1)c1ccco1 (stereo not drawn)	/	2	0.9	-3	11	1382	-2	/	-4	-4	1.5
CCn1cc(C(=O)NCc2ccc3c(c2)OCO3)c(=O)c2cc(F)c(N3CCN(C(=O)c4ccco4)CC3)cc21	/	1	1.1	27	-10	1531	10	0.12	7	6	0.0
Cc1ccccc1N1CCN(CCCOc2ccc3c(C)cc(=O)oc3c2)CC1	/	-21	1.2	43	-18	1507	-4	-4.1*	-2	-2	0.6
Cc1cc(C)c(NC(=O)COC(=O)c2ccc([N+](=O)[O-])s2)c(C)c1	-44	-2	0.9	-9	6	1540	0	0.58	8	8	-0.3
O=C(Cc1ccc(F)cc1)NC1CCCC1	/	4	0.9	-1	10	1521	0	1.2	1	4	0.4
COc1ccc(OC)c(Nc2cc(C)nc3nc(C)nn23)c1	-1	6	1.5	-4	-46	1524	0	/	5	3	-0.3
N/C(=N\OC(=O)COc1ccc(Br)cc1Cl)c1cccnc1	7	-8	0.9	-7	7	1674	7	0.025	-2	-1	-0.6
COc1cc2c(cc1OC)C(C1C(=O)CC(C)(C)CC1=O)N(C(=O)CCl)CC2 (stereo not drawn)	-13	-5	1	26	-4	1698	6	0.75	9	10	-0.4
Cc1cccc(OCCOCCN2CCNCC2)c1C	0	-13	0.8	8	15	1515	-1	-1.7	-5	-2	-0.3
CCOC(=O)c1c(C)[nH]c(C2=NNC(=Nc3ccccc3)SC2)c1C	4	0	1	-10	4	1529	3	/	3	5	0.1
C=CCSC1=C(C#N)C(c2cccc(OC)c2)CC(=O)N1 (stereo not drawn)	14	5	0.9	1	6	1553	1	/	0	-2	1.7
OC1(c2cccs2)CN(c2ccccc2)C2=[N+]1CCCC2 (stereo not drawn)	-2	12	1	-5	-4	1573	4	0.32	4	-1	0.1
CSc1nc2ncc(C(=O)O)c(N)n2n1	-16	11	1	-3	-4	1689	-3	0.027	-1	0	-1.6
O=C(N/C(=C\c1cccs1)C(=O)N1CCCCCC1)c1ccccc1	/	-7	0.9	-4	7	1580	-2	/	13	4	-5.0
COc1ccc(C)cc1N(CC(=O)N1CCc2ccccc2C1)S(C)(=O)=O	2	2	0.8	-5	21	1337	4	0.0041	-2	-3	-0.1
CN(C)C(CNC(C(=O)Nc1ccc([N+](=O)[O-])cc1Br)c1ccccc1)c1ccccc1 (stereo not drawn)	-12	-13	1.2	20	-17	1511	0	-0.03	-3	7	-3.0
O=C(Cc1cn2ccsc2n1)Nc1nc2c(s1)CN(Cc1ccccc1)CC2	20	-4	1.1	-5	-11	1702	3	0.25	8	6	-0.3
COc1cccc(C(=O)N2CCN(S(=O)(=O)Cc3ccccc3)CC2)c1OC	/	7	1	-2	2	1391	3	0.21	6	0	-0.8
O=S(=O)(NC1CC1)c1ccc(S(=O)(=O)N(Cc2ccccn2)C2CCCC2)cc1	/	2	0.9	4	6	1413	-3	-0.25	0	6	1.6
CCCCCCNC(=O)CC(NS(=O)(=O)c1ccc(OC)cc1)C(C)C (stereo not drawn)	8	2	1	3	-2	1582	0	1.5	8	1	0.2
CC(C(=O)c1c[nH]c(C(=O)N=CN(C)C)c1)c1ncc(C(F)(F)F)cc1Cl (stereo not drawn)	-10	1	1.1	2	-10	1514	-2	-0.81	-5	-2	-0.3
NC(=O)c1cc(-c2ccccc2)sc1NC(=O)CN1CCCCC1	-2	-9	1.1	26	-9	1690	-5	/	10	7	0.1
CCCNC(=O)NS(=O)(=O)c1ccc(Cl)cc1	-11	-20	0.8	-5	18	1563	1	/	6	6	0.1
CCCn1c(SCC(=O)Nc2ccc3c(c2)OCO3)nc2c1c(=O)n(C)c(=O)n2C	0	-1	1	1	1	1574	0	/	7	2	-2.3
CC(C)(C)NC(=O)NC(=O)COc1ccc(Br)cc1Br	-11	-9	1.1	-3	-15	1424	0	/	-4	-1	0.3
CC1CCCC(C)N1C(=O)COC(=O)c1cc(Br)ccc1Cl (stereo not drawn)	8	-1	0.9	6	6	1589	2	-2.1	-1	2	-1.1
COc1cccc(-c2nnn(CC(=O)NC3CCCC3)n2)c1OC	/	-12	0.9	-9	6	1567	-10	-0.21	4	-2	2.2
CCOc1cc(/C=C/c2cc(C(=O)O)c3ccccc3n2)ccc1O	10	9	0.9	75*	10	1469	1	-0.26	5	5	0.1
Cc1ccc(SCn2nnc3ccccc3c2=O)c(C)c1	-4	5	0.9	12	14	1784	3	-0.58	7	6	-0.5
COc1cc(C(=O)Nc2ccc3c(c2)OCCO3)ccc1OC(C)C	22	9	1.1	-4	-14	1565	4	0.07	2	0	0.9
Cc1cc([N+](=O)[O-])nn1CC(=O)NCCCn1ccnc1	-10	0	1.2	-3	-16	1560	1	-0.85	2	3	-1.3
NCCCCCc1nnc(SCC(=O)c2ccc(Cl)cc2)o1	-15	9	0.9	3	12	1705	-7	/	2	5	-2.8
COc1cc(/C=C/C(=O)NCc2cccnc2)cc(OC)c1OC	/	-7	1	-4	-2	1411	-3	/	-1	2	1.6
CCN(CC)c1ccc(/C=N/NC(=O)Cc2cccs2)c(O)c1	9	-10	0.9	98*	9	1767	3	-0.98	20	4	-0.3
O=C(NS(=O)(=O)c1ccccc1)c1ccccc1O	-13	3	1	-4	2	1394	-5	/	8	1	0.9
COc1cccc(NC(=O)c2cc([N+](=O)[O-])ccc2NCc2cccnc2)c1	13	2	1	9	3	1565	2	-6.7*	7	0	0.1
COc1ccccc1C(=O)NNC(=O)c1ccccc1F	4	1	1.3	30	-35	1588	6	/	1	8	0.0
CSc1ncccc1C(=O)OCC(=O)N(CC(C)C)C1CCS(=O)(=O)C1 (stereo not drawn)	-10	-20	1.1	24	-7	1617	-6	/	10	13	0.3
CCCCNC(=O)Nc1c(C(=O)OCC)[nH]c2ccccc12	-8	-14	1	-2	5	1578	6	/	2	4	1.8
CCOC(=O)N1CCC(NC(=O)c2cc(S(=O)(=O)N(CC)CC)ccc2F)CC1	/	3	1	-3	2	1551	12	-0.17	6	2	-0.1
O=C(Nc1ccc2nc(-c3ccco3)c(-c3ccco3)nc2c1)NC1CC1	/	-16	0.9	-1	8	1626	15	0.57	15	15	-0.1
O=C(CCCN1C(=O)C2C3C=CC(C3)C2C1=O)N1CCN(c2ccccc2)CC1 (stereo not drawn)	6	3	1	-5	-3	1580	5	-0.19	4	0	0.7
CC(=O)Nc1ccc(NC(=O)Nc2ccc3c(c2)N(C)C(=O)CS3)cc1	-12	-13	1	2	-2	1494	-2	0.58	3	-2	0.1
CCc1cc2c(=O)c(-c3nc4ccccc4n3C)c(C)oc2c(CN2CCOCC2)c1O	-29	2	1	-7	-1	1603	-3	-0.6	-4	-5	1.1
CCCNC(=O)c1ccc2snnc2c1	/	4	1	-7	-1	1502	11	0.34	14	0	0.5
O=C(Nn1cnnc1)c1cc([N+](=O)[O-])cc([N+](=O)[O-])c1	-15	3	1.1	-5	-10	1424	-2	/	4	2	0.5
c1cncc(CNc2ncnc3sccc23)c1	-9	-6	1	7	2	1673	4	-0.55	-10	2	-0.3
C#CCOCCOCCOCCNc1nc(N2CCN(C(=O)[C@H](CCC(=O)O)n3cc(C(N)CO)nn3)CC2)nc(N2CCN(C(=O)[C@H](Cc3ccc(O)cc3)n3cc(C(N)[C@H](C)CC)nn3)CC2)n1 (stereo partly drawn)	14	-1	1.1	-3	-6	1469	3	/	5	-9	-1.0
Cc1ccc(-n2cc(CN(C)Cc3ncc[nH]3)c(-c3cccc(C)c3)n2)cc1	7	-4	3.5*	83*	-253	1426	4	-0.63	-2	-8	11
N=c1n(Cc2ccc(Cl)cc2)c2ccccc2n1CC(O)COc1ccccc1 (stereo not drawn)	8	19	1.2	100*	-24	1522	-2	-4.2*	-9	-5	-0.7
COc1ccc(NC(=O)CSc2ccc(C)cc2)cc1	/	-4	1.1	1	-10	1328	1	/	0	-2	1.8
Cc1nc(CS(=O)(=O)c2ccc(Cl)cc2)cc(Sc2ccc(Cl)cc2)n1	/	-1	1.1	0	-13	1540	-12	/	4	-1	2.1
CCCCC(=O)Nc1cc(C(=O)NCCc2ccccc2)ccc1Cl	/	15	0.9	3	8	1389	-1	-1.4	1	-10	-3.4
CCc1ccccc1NC(=O)c1cc(C2CC2)on1	3	/	0.8	-7	17	/	/	/	/	/	-2.7
N#CC1=C(N)Oc2cc(O)ccc2C1c1cccnc1 (stereo not drawn)	0	-8	1	-2	2	1449	4	-0.86	3	4	-0.6
(list continues)
SMILES	S1P3 antag	TLR4-MyD88 BLA	bIAP act	Lmaj promast	bIAP inhibitor	TR-FRET SRC-2 ct	PPARg SRC3 recr	ROMK primary	PPARg SRC-2 ag	PPARg SRC1 recr	DTT redox prof
CC(=O)c1c(N2CCN(CCO)CC2)nc(=S)n(-c2ccccc2)c1C	10	5	1.1	-2	-7	1693	1	0.33	8	1	1.0
CSc1cccc(NC(=S)N2CCC(N(C)C3CCCCC3C)CC2)c1 (stereo not drawn)	-6	4	0.6	82*	39	1656	2	0.16	7	9	-1.3
CCc1ccc(OCc2n[nH]c(=S)n2C(C)CCCC(C)C)cc1 (stereo not drawn)	-9	-5	0.9	8	6	1561	0	0.096	-5	-4	-1.8
Cn1c2ccccc2c2cnn(CC(=O)O)c(=O)c21	-21	17	0.9	8	6	1497	-2	0.13	-8	4	-3.6
O=C(Nc1ccccc1)c1cnc[nH]1	-14	12	1	-3	0	1746	9	/	8	7	1.9

Record cards, as listed above.
NC(=O)c1cc(-c2ccccc2)sc1NC(=O)CN1CCCCC1 as listed: S1P3 antag = -2; TLR4-MyD88 BLA = -9; bIAP act = 1.1; Lmaj promast = 26; bIAP inhibitor = -9; TR-FRET SRC-2 ct = 1690; PPARg SRC3 recr = -5; ROMK primary = /; PPARg SRC-2 ag = 10; PPARg SRC1 recr = 7; DTT redox prof = 0.1
CCc1ccc(OCc2n[nH]c(=S)n2C(C)CCCC(C)C)cc1 (stereo not drawn) as listed: S1P3 antag = -9; TLR4-MyD88 BLA = -5; bIAP act = 0.9; Lmaj promast = 8; bIAP inhibitor = 6; TR-FRET SRC-2 ct = 1561; PPARg SRC3 recr = 0; ROMK primary = 0.096; PPARg SRC-2 ag = -5; PPARg SRC1 recr = -4; DTT redox prof = -1.8
